# EPAC2 ag – agonists of human EPAC2 (RAPGEF4); Q8WZA2; EPAC2 activation, biochemical qHTS; response scale: 100% = 6.5 mM cAMP response; Potency, µM (top dose mostly 154 µM), for inactives: top-dose activation, usual class: activators; hit rate 0.079% among 360,000; AID 720711; also: potency is read from the fitted curve at half-maximal effect; nearly all actives have a fitted effect of over 50% in size
#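 Each well held 100 nM EPAC2, 250 nM RAP1B-BODIPY-GDP and 50 uM GDP. Fluorescence, read at 5-min intervals to 30 min, was referenced to a 6.5 mM cAMP positive control.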
# CCT modulator – cytosolic chaperonin activity modulation. purified chaperonin ATPase assay, HTRF ADP detection, 30 min. hit rate 0.3% among 360,000. activity change, % (no concentration beside the values), hits read low; in the data active = activity change below about -30%; also: % is scaled to controls: 0 for no effect and ±100 for the full control effect
#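 ATPase activity: ADP formed was measured by HTRF Transcreener (665/615 nm ratio) after 30 min at 37 deg C with 10 uM ATP. Compounds screened at one 76 uM concentration against 40 or 20 nM TRiC in Tris pH 7.4/KCl/MgCl2/DTT buffer.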
# MmCpn inh – M. maripaludis TRiC chaperonin inhibition | purified Mm-Cpn ATPase, ADP Transcreener TR-FRET | Potency, µM (highest dose often 76.9 µM), without a hit: top-dose activity, negative = inhibition, usual class: inhibitors | hit rate 0.031% among 330,000 | AID 504842; also: potency is read from the fitted curve at half-maximal effect; % is scaled to controls: 0 for no effect and ±100 for the full control effect; nearly all actives have a fitted effect of over 80% in size
#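 Inhibition of chaperonin ATP hydrolysis is measured as reduced ADP production, detected by competitive TR-FRET in which signal falls with ADP. Final enzyme 25 nM and ATP 10 uM, reacted 30 min at 37°C.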
# PTHR1 agonist – agonists of human PTHR1 parathyroid hormone receptor; HEK293 GP2 PTHR1 cells, GloSensor cAMP luminescence, 1 h; hit rate 0.075% among 410,000; Potency, µM (doses to about 115 µM), inactives show at the top dose activation, usual class: activators; also: potency is read from the fitted curve at half-maximal effect; nearly all actives have a fitted effect of over 55% in size; some results filed as inactive show a strong effect at the top dose; inactives centre near -15; many of its hits are not listed in these tables
# Target sequence (Q03431 whole entry, looked up): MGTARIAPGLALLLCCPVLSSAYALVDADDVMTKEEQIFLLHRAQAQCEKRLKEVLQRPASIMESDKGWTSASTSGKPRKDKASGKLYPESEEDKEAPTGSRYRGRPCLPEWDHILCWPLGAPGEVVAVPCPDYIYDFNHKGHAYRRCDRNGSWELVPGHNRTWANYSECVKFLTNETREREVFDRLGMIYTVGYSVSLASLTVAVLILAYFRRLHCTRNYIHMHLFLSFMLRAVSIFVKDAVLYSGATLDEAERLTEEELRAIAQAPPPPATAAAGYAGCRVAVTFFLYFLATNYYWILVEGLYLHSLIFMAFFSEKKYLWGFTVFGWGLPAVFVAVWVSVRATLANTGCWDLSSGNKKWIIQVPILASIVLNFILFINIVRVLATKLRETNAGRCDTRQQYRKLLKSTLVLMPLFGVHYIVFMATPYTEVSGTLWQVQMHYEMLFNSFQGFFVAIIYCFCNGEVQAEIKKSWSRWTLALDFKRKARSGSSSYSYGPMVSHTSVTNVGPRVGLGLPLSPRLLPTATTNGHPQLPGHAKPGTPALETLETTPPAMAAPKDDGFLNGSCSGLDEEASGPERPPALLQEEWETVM
#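 HEK-293-derived GP2 cells expressing PTHR1 and a GloSensor cAMP reporter, 3,000/well, plated overnight, given luciferin plus IBMX (each 0.5 mM as added) for 1 h at 37 °C, then compound for 1 h at 37 °C. Luminescence was read after 15 min at room temperature.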
# EPAC2 antag – EPAC2 (human) antagonism | AID 720708 | EPAC2 GEF exchange of Rap1B-BODIPY-GDP, fluorescence | hit rate 0.18% among 360,000 | Potency, µM (highest dose often 114 µM), inactives show top-dose activity, negative = inhibition, most hits filed as inhibitors; also: potency is read from the fitted curve at half-maximal effect; % is scaled to controls: 0 for no effect and ±100 for the full control effect; nearly all actives have a fitted effect of over 45% in size; many of its hits are not listed in these tables
# D3 ag – activates the human D3 dopamine receptor. D3R DiscoveRx beta-arrestin cells, luminescence, 90 min. hit rate 0.58% among 410,000. max activation, %. P35462; in the data active = max activation above about 30%; also: 0% is about no effect; mostly tested at two doses, the higher about 12 µM
# Target sequence (P35462 whole entry, looked up): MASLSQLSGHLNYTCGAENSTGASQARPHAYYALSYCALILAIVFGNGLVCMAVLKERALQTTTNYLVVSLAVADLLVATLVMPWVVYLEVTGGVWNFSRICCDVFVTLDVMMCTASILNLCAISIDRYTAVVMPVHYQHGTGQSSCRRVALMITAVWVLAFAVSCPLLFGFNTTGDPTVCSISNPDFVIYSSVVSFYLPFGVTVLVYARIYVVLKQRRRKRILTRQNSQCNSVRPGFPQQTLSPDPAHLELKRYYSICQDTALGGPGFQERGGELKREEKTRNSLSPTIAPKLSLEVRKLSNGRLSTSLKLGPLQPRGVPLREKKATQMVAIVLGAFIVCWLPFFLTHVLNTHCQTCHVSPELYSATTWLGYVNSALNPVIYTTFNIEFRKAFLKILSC
#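 Agonist-mode cell screen: cells plated at 1500/well and incubated overnight at 37 °C, then exposed to library compounds for 90 min at 37 °C. Detection reagent was added for 30–60 min at room temperature, and luminescence was read.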
# pAkt inh – blocks phosphorylation of Akt | Neuro2A IGF-stimulated pAkt S473 HTRF, 20 min; stronger effect = lower value | activity change, % for hits at 50 µM | hit rate 0.32% among 360,000 | AID 651550; in the data active = activity change below about -80%; inconclusive = mostly about -51% to -80%; also: % is scaled to controls: 0 for no effect and ±100 for the full control effect
#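 Neuro2A cells in DMEM with 0.5% FBS, overnight at 37 deg C, given compound at single 50 µM final, then IGF (6 nM final) for 20 min at 37 deg C. Lysed; phospho-Akt Ser473 by HTRF after 24 h, 665/615 ratio.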
# DRD3 antagonist – blocks the human D3 dopamine receptor; hit rate 2.5% among 360,000; max response, negative = inhibition, %; D3R cells, DiscoveRx beta-arrestin luminescence, antagonist mode; stronger effect = lower value; P35462; in the data active = max response below about -50%; inconclusive = no clear call, values can overlap the other calls; also: % is scaled to controls: 0 for no effect and ±100 for the full control effect; mostly tested at two doses, the higher about 12 µM
#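 Cells expressing the human receptor were seeded at 1500 cells/well, incubated overnight at 37 degrees C in 5% CO2, then exposed to library compounds with dopamine controls for 90 minutes at 37 degrees C before luminescent detection.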
# * marks the source's active call; other numbers are inactive results; i = inactive; ? = inconclusive; . = no result given; [ ] = another dose, or the depositor's remark. Unless noted, calls follow the shape of the dose curve; as a rule, active = well fitted curve in the direction sought with a large enough effect; inconclusive = small, poorly fitted or top-dose-only effect, or another doubt; inactive = no such curve, though single readings can be large; an effect the other way counts as inactive or inconclusive.
# The line under a structure holds: EPAC2 ag	CCT modulator	MmCpn inh	PTHR1 agonist	EPAC2 antag	D3 ag	pAkt inh	DRD3 antagonist
Cc1cn([C@H]2C[C@H](O)[C@@H](CNC/C=C/c3ccccc3[N+](=O)[O-])O2)c(=O)[nH]c1=O
 : -7%	0.2	.	i	-29%	74*	i	-23
COCCCNc1ccc([N+](=O)[O-])cc1C(=O)Nc1cccc(C)n1
 : 0%	-2.8	0%	-36%[inhibitor]	-7%	9	i	0
CCc1cc2c(=O)n(CCC(C)C)c(=S)[nH]c2s1
 : -20%	-0.5	-10%	-6%	-7%	4	i	1
Cc1ccc(OCC(=O)N/N=C/c2ccccc2)c([N+](=O)[O-])c1
 : 5%	-3.2	-1%	i	-9%	-7	i	-12
COC(=O)c1ccc(Nc2cc(C)nc3ncnn23)cc1
 : 9%	0.3	0%	i	-4%	2	i	15
C=CCn1c(SCC(=O)/C(C#N)=C(\C)N)nc2sc(C)c(C)c2c1=O
 : -7%	-0.3	0%	-11%	-2%	-1	i	-10
O=S(=O)(NC1CCCCC1N1CCN(c2ccccc2F)CC1)c1ccc(Cl)cc1 (centres undefined)
 : 7%	2.4	5%	-26%	1%	-13	i	-4
O=C(Nc1ccc2nsnc2c1)N1CCCCC1
 : -1%	-2.8	-4%	i	6%	2	i	-27
COc1cc2c(cc1OC)C(C(=O)Nc1cccc(C)n1)C(c1cccnc1)N(C)C2=O (centres undefined)
 : -1%	-1.0	-3%	i	-2%	0	i	6
Cc1cccc(C)c1OCc1cc(C(=O)N(C)CCc2ccccn2)no1
 : 1%	0.7	0%	i	8%	7	i	23
COc1ccccc1C(NC(=O)CC(C)C)c1c(O)ccc2ccccc12 (centres undefined)
 : 2%	-3.8	-1%	-19%	8%	4	i	2
Cc1cc(-c2ccc(S(=O)(=O)N3CCN(c4cccc(C(F)(F)F)c4)CC3)s2)on1
 : -7%	1.2	-2%	i	-6%	-4	i	-25
CC1(C)Cc2c(C#N)c(SCc3nc4ccccc4[nH]3)nc(N3CCOCC3)c2CO1
 : 9%	0.0	-7%	-16%[57.5 µM]	-5%	2	i	3
O=C(CSc1nncs1)N1CCN(S(=O)(=O)c2ccccc2)CC1
 : 2%	0.6	4%	i	7%	-4	i	15
Clc1ccccc1OCCn1nnc2ccccc21
 : 4%	-0.6	-1%	-5%	5%	2	i	11
CCCCNC(=O)CC1N=C2c3ccccc3N=C(SCC(=O)Nc3ccccc3OC)N2C1=O (centres undefined)
 : -3%	2.3	1%	-19%[57.5 µM]	10%	2	i	-8
COc1cccc(C(=O)NNC(=O)c2ccccc2)c1
 : 0%	-0.6	2%	-21%	23%	1	i	8
O=C(OCC(=O)c1ccc[nH]1)c1ccc(S(=O)(=O)C(F)F)cc1
 : 1%	-1.7	.	-11%	2%	1	i	-5
COc1ccccc1NC(=O)Nc1ccccc1C(N)=O
 : 8%	1.6	-1%	0%	-4%[57.1 µM]	2	i	3
COCCn1c(SCC#N)nnc1-c1ccccc1O
 : -5%	-2.4	0%	-11%[57.5 µM]	10%	2	i	16
COc1ccccc1NC(=O)C(=O)N1N=C(C(C)C)CC1(O)C(F)(F)F (centres undefined)
 : -2%	-1.8	0%	i	-1%	-1	i	6
OC(c1ccccc1)c1nc(/C=C/c2ccc(C(F)(F)F)cc2)cs1 (centres undefined)
 : -3%	-0.6	.	i	-14%	5	i	?
NN(CCO)C(=S)Nc1ccc(Cl)cc1
 : 2%	-0.3	-3%	-12%	-1%	4	i	9
CCOc1ccc(NC(=S)NNC(=O)CC(C)O)cc1 (centres undefined)
 : -3%	-5.0	4%	i	6%	-2	i	-19
Nc1nnnn1-c1cccc([N+](=O)[O-])c1
 : 1%	-1.1	.	i	2%	4	i	12
O=C(NC(O)C(=O)c1ccccc1)c1ccccn1 (centres undefined)
 : 4%	-0.6	2%	-3%	3%	4	i	9
Cc1cc(C)cc(N(C(=O)c2nsc(Cl)c2Cl)C(C(=O)NC2CCCC2)c2ccc(O)cc2)c1 (centres undefined)
 : -13%	-4.5	0%	-1%	-20%	-20	i	-12
O=C(CSCc1c(F)cccc1Cl)NNC(=S)NC1CCCCC1
 : 7%	-1.2	0%	-69%[inhibitor]	16%	-16	i	5
COc1cccc(OCC(O)CN2CCc3ccccc3C2)c1 (centres undefined)
 : 12%	2.2	0%	i	2%	-14	i	-91*
COc1ccccc1-n1ccnc(SCC(=O)NCc2ccccc2)c1=O
 : 0%	3.7	-14%	i	15%	-3	i	1
Cc1nc(SCC(=O)Nc2ccc(N3CCOCC3)cc2)nc(C)c1C
 : 10%	-1.7	0%	i	-4%	4	i	14
CCOC(=O)c1sc(NC(=O)C2C3C=CC(C3)C2C(=O)O)nc1C (centres undefined)
 : -8%	-0.4	2%	i	8%	-1	.	?
O=C1N/C(=C/c2cccn2-c2ccc(F)cc2)C(=O)N1Cc1ccccc1F
 : 1%	-14	-2%	-8%	-12%	2	i	19
CCOc1ccc(NC2=NCC(=O)N2CCc2ccccc2)cc1
 : -3%	-2.1	-2%	-21%	-19%	11	i	3
O=C(CCc1ccccc1)Nc1cc2c(cc1Cl)OCCO2
 : 5%	-2.0	-1%	-5%	-4%	0	i	-1
Cc1ccc(S(=O)(=O)Nc2ncnc3sc(C)c(C)c23)cc1
 : -3%	-0.7	-3%	-24%	-2%	11	i	-5
CS(=O)(=O)N1CCCC(C(=O)NCc2ccc(F)cc2Cl)C1 (centres undefined)
 : 2%	-1.4	1%	-8%[57.5 µM]	10%	10	.	-14
O=C(NCCCn1ccnc1)/C(=C/c1ccccc1)NC(=O)c1ccccc1
 : -2%	0.3	-6%	-33%[inhibitor]	8%	4	i	3
O=C(CN1CCN(C(=O)c2ccco2)CC1)Nc1ccccc1
 : 9%	-3.2	-3%	i	1%	6	i	3
COC(=O)c1sccc1NC(=O)C1CC(C)=C(C)CC1C(=O)O (centres undefined)
 : 8%	-5.2	-3%	-25%	0%	4	i	-3

# Reprinted at random: 3 entries already listed.
# The line under a structure holds: EPAC2 ag	CCT modulator	MmCpn inh	PTHR1 agonist	EPAC2 antag	D3 ag	pAkt inh	DRD3 antagonist
O=C(OCC(=O)c1ccc[nH]1)c1ccc(S(=O)(=O)C(F)F)cc1
 : 1%	-1.7	.	-11%	2%	1	i	-5
O=C(CCc1ccccc1)Nc1cc2c(cc1Cl)OCCO2
 : 5%	-2.0	-1%	-5%	-4%	0	i	-1
Cc1ccc(OCC(=O)N/N=C/c2ccccc2)c([N+](=O)[O-])c1
 : 5%	-3.2	-1%	i	-9%	-7	i	-12

# Additional results.
# The line under a structure holds: EPAC2 ag	CCT modulator	MmCpn inh	PTHR1 agonist	EPAC2 antag	D3 ag	pAkt inh	DRD3 antagonist
CC1CCCCN1CC(=O)Nc1sc2c(c1C#N)CCC2 (centres undefined)
 : -7%	0.8	2%	-2%[57.5 µM]	7%	2	i	-3
C=CCn1c(CSc2nc3ccccc3s2)nnc1SCC(=O)OCC
 : -1%	-3.4	0%	-1%[57.5 µM]	3%	1	i	5
COc1ccc(NC(=O)CN2C(=O)NC(C)(C3CC3)C2=O)cc1S(=O)(=O)N1CCOCC1 (centres undefined)
 : 3%	-0.7	1%	-10%	4%	-13	i	17
CNS(=O)(=O)c1cc(C(=O)O)ccc1OC
 : 9%	-2.9	-1%	i	-3%	2	i	5
CCOc1ccccc1NC(=O)C1CCCN(S(=O)(=O)c2cccc3nsnc23)C1 (centres undefined)
 : 9%	-0.6	-12%	-25%	-1%	-1	i	10
CCn1cc(C(=O)NC2CCCCCC2)c(=O)c2ccc(C)nc21
 : 5%	1.5	-10%	i	-4%	8	i	13
O=C(NC(Cc1ccccc1)C(=O)O)/C(=C\c1ccco1)NC(=O)c1ccccc1 (centres undefined)
 : 17%	0.2	0%	-5%	0%	-9	i	?
O=c1[nH]c2cc(Cl)ccc2c(O)c1-c1cccc(Oc2ccccc2)c1
 : 4%	-3.2	.	i	-7%	7	i	2
O=C(CCNS(=O)(=O)c1ccccc1F)N1CCN(Cc2ccccc2)CC1
 : -1%	1.0	0%	i	18%	6	i	4
Cc1cccc(NC(=O)C2C(c3ccccc3)C2(Cl)Cl)c1C (centres undefined)
 : -2%	-3.9	2%	-32%	-8%	4	i	5
Cc1ccc(S(=O)(=O)N2CCCCC2)cc1NC(=O)c1cc(=O)[nH]c2ccccc12
 : 2%	4.2	2%	-37%[inhibitor]	-13%	-1	i	-10
CCOC(=O)c1nnc(-c2cccs2)nc1Oc1ccc(Cl)cc1
 : 2%	-1.8	-2%	-35%[inhibitor]	5%	1	i	-67*
O=C(CNCCc1ccccc1)N1CCc2ccccc2C1
 : -13%	-0.8	3%	-15%	-1%	-9	i	-11
CCn1cc(Cl)c(C(=O)Nc2ccc(OC)c(OC)c2)n1
 : 7%	-2.1	-3%	i	-6%	-2	i	2
CNc1nc2ccccc2n1N
 : -2%	0.8	1%	i	9%	8	i	-5
CCOC(=O)C1=CCN(S(=O)(=O)c2ccccc2F)C1c1ccccc1 (centres undefined)
 : 11%	0.6	.	-23%	-30%	10	i	10
Fc1ccc(-c2noc(-c3ccc4c(c3)CCO4)n2)cc1
 : 10%	0.1	0%	-20%	4%	-5	i	-18
CCCCn1c(=O)[nH]c(=O)c2c1nc(-c1ccncc1)n2CCOC
 : -4%	-2.2	2%	0%[57.5 µM]	2%	2	i	0
O=C(NC1CCCCCC1)c1ccccc1-c1ccccc1
 : -5%	-4.2	0%	-7%	-4%	-3	i	17
CN(Cc1ccc(C(F)(F)F)cc1)C(=O)c1ccc2ccccc2n1
 : -4%	-1.3	2%	-6%	-18%	6	i	15
COc1ccc(NC(=O)CCCN2C(=O)C(c3ccccc3)Oc3cccnc32)cc1 (centres undefined)
 : -2%	1.4	1%	-1%	4%	9	i	1
COc1cc(CC(=O)Nc2ccc(Cl)c(C(F)(F)F)c2)cc(OC)c1OC
 : 13%	-0.8	4%	-14%	-10%	0	i	0
O=C(Nc1ccnn1C1CCN(CCCc2ccccc2)CC1)c1cccc(F)c1
 : -2%	0.1	2%	i	-7%	-4	i	-6
COc1ccc(NC(=O)Cn2nnc(-c3ccccc3N)n2)cc1OC
 : 5%	1.0	0%	-9%[57.5 µM]	-1%	-15	i	-6
COC(=O)CCC(=O)Nc1cccc(Br)c1
 : 5%	1.1	6%	i	7%	-1	i	36

# High-throughput results deposited in PubChem BioAssay by National Center for Advancing Translational Sciences (NCATS).

# An excerpt; count on the stated rates, not on these rows.
